Assay outcomes (PubChem BioAssay)
NF-kB neuron act = NF-kB expression increase, human neuronal cells; NF-kB reporter expression; hits give high values; fold change at 12.5 µM; hit rate 1.6% among 190,000; in the data active means fold change above about 3.3
TNAP inh no acc = blocks human TNAP activity with no phosphate acceptor present; P05186; purified TNAP, CDP-star luminescence, 30 min; inhibition, % at 20 µM; hit rate 0.26% among 200,000;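 active means tissue-nonspecific alkaline phosphatase inhibition above about 50% at 20 µM in the single-dose screen, limit read from the data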;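 further: 0% = DMSO negative control and 100% = EDTA positive control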
Target sequence (P05186 whole entry, looked up): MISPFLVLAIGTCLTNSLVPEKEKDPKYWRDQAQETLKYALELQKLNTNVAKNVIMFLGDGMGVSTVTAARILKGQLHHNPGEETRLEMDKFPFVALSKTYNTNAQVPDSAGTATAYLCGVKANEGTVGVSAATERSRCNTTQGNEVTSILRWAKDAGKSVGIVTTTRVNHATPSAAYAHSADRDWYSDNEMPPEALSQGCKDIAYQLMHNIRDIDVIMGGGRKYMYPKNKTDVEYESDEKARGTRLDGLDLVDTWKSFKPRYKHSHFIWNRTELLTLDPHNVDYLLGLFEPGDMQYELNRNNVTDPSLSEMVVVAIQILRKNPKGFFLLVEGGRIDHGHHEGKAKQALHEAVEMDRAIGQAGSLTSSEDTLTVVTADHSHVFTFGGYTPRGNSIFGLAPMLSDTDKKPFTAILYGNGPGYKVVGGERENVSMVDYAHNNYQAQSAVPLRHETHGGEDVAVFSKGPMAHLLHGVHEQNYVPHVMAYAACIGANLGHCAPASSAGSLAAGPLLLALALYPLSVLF
PMI act = phosphomannose isomerase (human) activation; activation factor at 20 µM; hit rate 0.005% among 190,000; P34949; purified human PMI, coupled resazurin fluorescence, 20 min; hits give high values; 1 = vehicle control, 0 substrate-free wells; AID 1214;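 active means activation factor of 2 or more at 20 µM, relative to plate controls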
PMI act hi M6P = increases human PMI activity with near-saturating mannose 6-phosphate; coupled PMI enzyme assay, resazurin fluorescence, 20 min; hits give high values; 1 = untreated enzyme, 0 = substrate-free blank; activation factor at 20 µM; hit rate 0.34% among 190,000;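 active means activation factor of 2 or more at 20 µM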
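assay system = human phosphomannose isomerase with PGI, G6PDH, diaphorase coupling enzymes | quantity = 15 ng/mL PMI | incubation = enzyme reaction with compound 20 min at room temperature | medium = HEPES pH 7.4 buffer with MgCl2 and Tween-20 | compound dosing = one concentration, 20 µM, in 1% DMSO | measured by = Diaphorase-driven resazurin-to-resorufin fluorescence, excitation 544, emission 590 nm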
TNAP inh hiacc = blocks human TNAP under high phosphate acceptor concentration; P05186; purified TNAP, CDP-star luminescence, 1 M DEA; inhibition, % at 20 µM; hit rate 0.03% among 200,000; AID 1135;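 active means over 50% inhibition of tissue-nonspecific alkaline phosphatase at 20 µM in the single-dose screen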;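 further: plate controls were DMSO wells for no effect and EDTA-quenched wells as full inhibition for full effect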
FLuc act counter = affects firefly luciferase, flagging false hits in luciferase stimulation screens; 200,000 tested, under 10 active; activation factor at 10 µM; ATPlite luciferase biochemical, luminescence, 10 min; 0 = ATP-free wells, 1 = DMSO control; P08659;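 active means luciferase activation factor, scaled between plate controls, of at least 2 with compound at 10 µM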
Target sequence (P08659 whole entry, looked up): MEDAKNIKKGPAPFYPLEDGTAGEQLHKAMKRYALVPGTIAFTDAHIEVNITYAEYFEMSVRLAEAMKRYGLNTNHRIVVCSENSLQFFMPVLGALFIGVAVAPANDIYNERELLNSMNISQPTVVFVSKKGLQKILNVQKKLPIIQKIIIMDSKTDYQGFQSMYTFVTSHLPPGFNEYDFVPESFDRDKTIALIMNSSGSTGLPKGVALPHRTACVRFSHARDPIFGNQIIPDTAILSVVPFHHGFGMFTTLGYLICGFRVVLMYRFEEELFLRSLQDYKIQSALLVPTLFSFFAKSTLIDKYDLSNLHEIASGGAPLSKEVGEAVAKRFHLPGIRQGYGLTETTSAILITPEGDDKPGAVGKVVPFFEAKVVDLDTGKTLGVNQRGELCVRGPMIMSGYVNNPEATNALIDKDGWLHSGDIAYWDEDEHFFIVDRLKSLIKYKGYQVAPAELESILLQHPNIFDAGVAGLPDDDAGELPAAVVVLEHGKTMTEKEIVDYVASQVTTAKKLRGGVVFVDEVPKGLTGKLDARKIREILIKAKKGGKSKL
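Assay system: Luciferase/luciferin detection reagent, cell-free biochemical luciferase assay / Also added: ATP substrate / Schedule: 10 min at ambient temperature / Measured by: luminescence measurement of luciferase light output / Benchmarks: low control with PBS replacing ATP, high control enzyme plus ATP without compound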
TNAP act hiacc = TNAP (human) activation, high acceptor; purified TNAP, CDP-star luminescence, 1 M DEA, 30 min; hits give high values; 0 = EDTA background, 1 = DMSO-only activity; P05186; AID 1136; 200,000 tested, under 10 active; activation factor at 20 µM;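 active means activation factor at least 2 at 20 µM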
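system = human TNAP | amount = enzyme diluted 1/800 final | reagent = 100 µM CDP-star substrate | signal = luminescent substrate turnover signal | dosing = one dose, 20 µM | benchmarks = EDTA negative control, DMSO positive control | measure = activation factor | timing = 30 min reaction, room temperature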
bIAP act = intestinal alkaline phosphatase (bovine) activation. purified bovine IAP, CDP-star luminescence, 30 min; hits give high values; fold of DMSO-control signal, blank-subtracted. activation factor at 20 µM. hit rate 0.17% among 200,000;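 active means activation factor of 2 or more at 20 µM, a signal rise over negative controls twice the positive control's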
APP 5'UTR act = APP 5'UTR luciferase reporter activation. activation, % at 2 µM. hit rate 1% among 190,000. SH-SY5Y APP 5'UTR luciferase reporter, luminescence; zero percent = DMSO vehicle wells;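 active means activation above a set limit, based on mean plus 3 SD of controls, cut at about 140% in these data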; further: values of inactives mirror those of a sister screen read the other way
FLuc inhib CS = counter-screen for luciferase assay inhibitors: firefly luciferase inhibition | hit rate 1.5% among 200,000 | P08659 | ATPLite firefly luciferase biochemical luminescence, 10 min | inhibition, % at 10 µM | AID 1006;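 active means inhibition above about 50% when tested at 10 µM, limit read from the data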
* = called active by the depositor; . = no result given. No enrichment for hits, and some 3.6% of all compounds hit somewhere here.

No.	Structure	FLuc act counter	TNAP act hiacc	bIAP act	TNAP inh hiacc	PMI act
1	Cn1c(SCc2c(Cl)cccc2Cl)nc(C(F)(F)F)cc1=O	1.1	1	0.9	-0.2	0.9
2	Cc1onc(-c2ccccc2)c1C(=O)Nc1ccc(Cl)cn1	1	1	1.1	-2.7	1
3	Cc1noc(C)c1COC(=O)CCCNC(=O)c1ccc(Cl)cc1	1	1	1.1	1.1	1
4	COc1cccc(CC(NC(C)=O)C(=O)NC2CCN(S(=O)(=O)c3ccc(F)cc3)CC2)c1OC (configuration not stated)	1.1	1	1.1	0.1	.
5	O=C(NCCO)C(O)C(O)C(=O)NCCO (configuration not stated)	1.1	1	1.1	-3.6	1
6	CCOC(=O)C1CCN(C(=O)c2ccc(N(C)S(C)(=O)=O)cc2)CC1	1	1	1	-2.0	0.9
7	Cc1ccccc1C(=O)NCC(=O)Nc1ccccc1C(F)(F)F	1	1.1	1	-5.2	1.1
8	C=CCN1CC(O)=C(c2nc3ccccc3[nH]2)C1=N	0.9	1	1.7	-3.9	0.9
9	CCn1c(SCC(=O)Nc2cccc(NC(=O)c3ccco3)c2)nnc1-c1cccs1	1	1.1	1.1	-5.1	1
10	COc1ccc(CCNC(=O)C2CCN(c3ccc(N4CCOCC4)nn3)CC2)c(OC)c1	1	1.1	1.1	-7.9	1

No.	PMI act hi M6P	APP 5'UTR act	TNAP inh no acc	FLuc inhib CS	NF-kB neuron act
1	0.9	0.3	-12.4	-6.4	1.17
2	1	-7.1	-10.0	-1.0	0.82
3	0.9	99.2	-1.0	-3.8	1.07
4	.	19.1	-2.3	-6.4	1.37
5	1	-0.8	-7.9	-9.8	1.05
6	1	-17.7	-4.7	-3.5	0.96
7	1.2	-4.0	8.4	-4.4	0.8
8	1	8.4	-149.7	7.2	1.39
9	1.1	-9.2	-8.4	1.4	0.84
10	1	2.7	-23.5	-3.6	1.17

Next section
No.	Structure	FLuc act counter	TNAP act hiacc	bIAP act	TNAP inh hiacc	PMI act
11	CCc1ccc(C(=O)CSc2nc3ccccc3c(=O)[nH]2)cc1	1	1	0.9	-0.7	1
12	O=[N+]([O-])c1ccc(CN2CCN(Cc3c[nH]c4ccccc34)CC2)cc1	1	1	1	-2.0	1.1
13	COc1cc(NC(=O)CN2c3cccc4cccc(c34)S2(=O)=O)cc(OC)c1OC	1	1	0.9	2.2	0.9
14	Cc1cc(-c2[nH]nc3c2C(c2ccc(Cl)cc2)C(C#N)=C(N)O3)c(C)s1 (configuration not stated)	1.1	1	0.9	1.6	0.7
15	Cc1ccc2oc(-c3cccc(NC(=O)c4cc(-n5cnnc5)ccc4Cl)c3)nc2c1	1	1	1.1	-2.4	1.1
16	CC(=O)Nc1ccc(/C(C)=N/NS(=O)(=O)c2ccc(C)cc2)cc1	1	1	1	2.3	1.3
17	CC(C)CN1CN(S(=O)(=O)c2cccs2)c2nc3ccccc3nc21	1	1	1	4.1	1.2
18	Cn1nnc(NC(=O)c2cccs2)n1	1	1	1	-3.3	1.1
19	CC(=O)OC[C@H]1O[C@@H](Sc2cccc3cccnc23)[C@H](OC(C)=O)[C@@H](OC(C)=O)[C@@H]1OC(C)=O	1	1	1	-0.9	1.1
20	CCCC(=O)N(CCc1ccccc1)Cc1nc2ccccc2c(=O)[nH]1	1.1	1.1	1	-7.2	0.9

No.	PMI act hi M6P	APP 5'UTR act	TNAP inh no acc	FLuc inhib CS	NF-kB neuron act
11	1	-1.5	8.3	0.1	1.63
12	1.1	-10.2	-9.8	-1.8	0.87
13	1	6.0	-3.3	4.2	0.91
14	0.7	-18.2	1.9	-5.3	1.24
15	1.2	-1.7	-9.8	2.8	1.17
16	1.4	1.2	-8.3	-2.9	1.17
17	1.5	-1.3	-0.1	0.3	1.1
18	1	3.8	-11.5	-1.0	1.31
19	1	10.8	-5.9	-1.5	0.69
20	1	12.7	1.6	-8.0	1.15

New compounds follow.
No.	Structure	FLuc act counter	TNAP act hiacc	bIAP act	TNAP inh hiacc	PMI act
21	COC(=O)c1cc(NC(=O)C2CC2)cc(C(=O)OC)c1	1	1	1	-4.8	1
22	Cc1nc(N)sc1C(=O)N/N=C/c1cccnc1	1	1	1	-0.5	1.1
23	CC(=O)N1CCN(C(=O)CCc2c[nH]c3ccccc23)CC1	1	1	0.9	-0.5	1.1
24	Cc1cc(=O)[nH]c(SCC(=O)c2ccc(C)c(C)c2)n1	1	1	1	1.9	1
25	Brc1ccc2nc(-c3c[nH]c4ccccc34)cn2c1	0.4	1.1	1	-5.2	1.2
26	CC(=O)ON1C(C)(C)Cc2noc(N)c2C1(C)C	1.1	1.1	1	-9.9	1.1
27	O=C(O)c1cc(-c2ccccc2)c(N2CCOCC2)s1	1.1	1.1	0.9	-7.1	1
28	Cc1ccc(C(=O)Nc2ccc3c(c2)ncn3C)cc1	0.6	1	0.9	-2.5	1
29	COc1cc(OC)c(C(=O)OC(C)C(=O)Nc2cc(C(F)(F)F)ccc2Cl)cc1OC (configuration not stated)	1.1	1	1.2	-2.7	0.9
30	COc1ccc(CCNC(=O)Nc2ccccc2[N+](=O)[O-])cc1	1	1	0.9	-2.9	1

No.	PMI act hi M6P	APP 5'UTR act	TNAP inh no acc	FLuc inhib CS	NF-kB neuron act
21	0.9	-14.0	-8.3	3.2	1.13
22	1.1	-9.2	-10.1	-0.1	0.99
23	1.1	-8.1	-5.8	-2.1	1.39
24	1	6.2	-5.3	-0.5	1.19
25	1.1	213.0*	-4.5	58.2*	1.04
26	1	14.5	-1.3	-7.7	0.97
27	1.1	-7.3	-24.8	-5.5	1.08
28	1.1	139.5*	2.9	41.1	3.49*
29	1	-16.0	-33.1	-6.6	0.92
30	1.1	48.8	-6.2	2.1	1.85

The list continues:
No.	Structure	FLuc act counter	TNAP act hiacc	bIAP act	TNAP inh hiacc	PMI act
31	Cc1nnc(SCc2c(Cl)cccc2[N+](=O)[O-])s1	1	1.1	1	-5.9	1
32	CC(=O)NC(=S)Nc1ccc(NC(=O)COc2ccc(Cl)cc2)cc1	1.1	1	0.7	0.8	1
33	O=C1C2C3C=CC(C3)C2C(=O)N1CCC(=O)N1CCc2ccccc21 (configuration not stated)	1	1	0.7	-0.7	1
34	COc1cc(NC(=O)c2cc3ccccc3o2)c(OC)cc1Br	1	1.1	0.9	-7.2	1
35	COc1cccc(C(=O)NCc2nnc(SCC(=O)Nc3nccs3)n2-c2ccccc2)c1	1.1	1	1.2	-3.0	1.1
36	O=C(O)c1ccc(N2C(=O)Nc3ccccc3N2O)cc1	1	1	1.1	-1.9	1.2
37	Cc1ccc(N(CC(=O)NCc2ccco2)S(=O)(=O)c2ccccc2)cc1	1	1.1	1.1	-5.7	1.1
38	CCCCC(CC)C(=O)N1CCN(C(=O)c2ccco2)CC1 (configuration not stated)	1	1	1	-0.2	0.9
39	CCOc1ncccc1C(=O)OC(C)C(=O)NC(=O)NC1CCCCC1 (configuration not stated)	1.1	1	1	-2.4	1.1
40	COc1cc(NS(=O)(=O)c2ccc(NC(=S)NC(=O)C(C)(C)C)cc2)nc(OC)n1	1.1	1.1	0.9	-6.1	1

No.	PMI act hi M6P	APP 5'UTR act	TNAP inh no acc	FLuc inhib CS	NF-kB neuron act
31	0.9	8.2	-9.6	-4.9	2.03
32	1	0.2	3.7	-7.7	1.22
33	1	-9.8	-4.9	0.5	0.97
34	0.9	-0.2	-3.2	-1.2	1.08
35	1	2.0	-2.1	-7.4	1.06
36	1.1	4.6	-19.5	0.6	1.01
37	1.1	-11.4	-1.9	1.6	1.31
38	0.9	-16.0	-2.3	-2.7	1.51
39	1	8.5	4.0	-6.6	0.79
40	1	2.8	-13.6	-7.8	1.21

Next compounds
No.	Structure	FLuc act counter	TNAP act hiacc	bIAP act	TNAP inh hiacc	PMI act
41	COc1ccc(O)c(C(=O)c2coc(=N)c(C(=O)Nc3ccc(SC(F)F)cc3)c2)c1	1	0.9	0.9	6.6	0.9
42	CN(C)c1ccc(C(c2nnnn2C(C)(C)C)N2CCc3ccccc3C2)cc1 (configuration not stated)	1	1	1	0.1	0.9
43	CCc1ccc2oc(-c3ccc(OC)cc3)cc(=Nc3c(C)n(C)n(-c4ccccc4)c3=O)c2c1	0.7	1	0.9	0.8	1.3
44	CC1CCN(S(=O)(=O)N2CCC(C(=O)NCCN3CCOCC3)CC2)CC1	1	1.1	0.7	-9.3	0.8
45	CC1=CC(C)(C)N(S(=O)(=O)c2ccc(C)cc2)c2ccccc21	1	1.1	0.5	-5.5	0.9
46	COc1cccc(N/C=C(\C#N)c2ccc(OCCCF)cc2)c1	1	1.1	0.6	-5.4	0.9
47	O=C(NCCCN1CCc2ccccc2C1)Nc1ccc(Cl)cc1	1	1.1	1.1	-8.1	1
48	CCCc1nc2ccccc2c(=O)n1NC(=O)c1c(O)c2ccccc2[nH]c1=O	1.1	1.1	1.2	-6.5	0.9

No.	PMI act hi M6P	APP 5'UTR act	TNAP inh no acc	FLuc inhib CS	NF-kB neuron act
41	0.8	6.7	-8.3	-3.0	0.71
42	0.8	-0.3	-0.5	0.6	0.93
43	1.4	172.8*	6.3	32.0	0.64
44	0.9	-2.8	-8.3	0.9	1.04
45	0.9	-20.2	-11.7	-4.4	2.08
46	0.9	21.1	-18.9	-4.3	1.26
47	1	17.5	-15.6	-1.1	0.94
48	1	0.1	-2.7	-10.9	0.92

In the list so far, these contain a Cl atom.
No.	Structure	FLuc act counter	TNAP act hiacc	bIAP act	TNAP inh hiacc	PMI act
1	Cn1c(SCc2c(Cl)cccc2Cl)nc(C(F)(F)F)cc1=O	1.1	1	0.9	-0.2	0.9
2	Cc1onc(-c2ccccc2)c1C(=O)Nc1ccc(Cl)cn1	1	1	1.1	-2.7	1
3	Cc1noc(C)c1COC(=O)CCCNC(=O)c1ccc(Cl)cc1	1	1	1.1	1.1	1
14	Cc1cc(-c2[nH]nc3c2C(c2ccc(Cl)cc2)C(C#N)=C(N)O3)c(C)s1 (configuration not stated)	1.1	1	0.9	1.6	0.7
15	Cc1ccc2oc(-c3cccc(NC(=O)c4cc(-n5cnnc5)ccc4Cl)c3)nc2c1	1	1	1.1	-2.4	1.1
29	COc1cc(OC)c(C(=O)OC(C)C(=O)Nc2cc(C(F)(F)F)ccc2Cl)cc1OC (configuration not stated)	1.1	1	1.2	-2.7	0.9
31	Cc1nnc(SCc2c(Cl)cccc2[N+](=O)[O-])s1	1	1.1	1	-5.9	1
32	CC(=O)NC(=S)Nc1ccc(NC(=O)COc2ccc(Cl)cc2)cc1	1.1	1	0.7	0.8	1
47	O=C(NCCCN1CCc2ccccc2C1)Nc1ccc(Cl)cc1	1	1.1	1.1	-8.1	1

No.	PMI act hi M6P	APP 5'UTR act	TNAP inh no acc	FLuc inhib CS	NF-kB neuron act
1	0.9	0.3	-12.4	-6.4	1.17
2	1	-7.1	-10.0	-1.0	0.82
3	0.9	99.2	-1.0	-3.8	1.07
14	0.7	-18.2	1.9	-5.3	1.24
15	1.2	-1.7	-9.8	2.8	1.17
29	1	-16.0	-33.1	-6.6	0.92
31	0.9	8.2	-9.6	-4.9	2.03
32	1	0.2	3.7	-7.7	1.22
47	1	17.5	-15.6	-1.1	0.94
